mouse EphA4 binding – inhibitors of EphA4 binding to KYL peptide, primary screen, biochemical, colorimetric, mouse EphA4 (AID 689); Ephrin type-A receptor 4 (Mus musculus); EphA4-AP binding to KYL peptide, pNPP A405; higher % means a stronger effect; inhibition, % at 10 µM, or IC50 in µM where a hit was titrated; 0.1% of 62,000 active; in the data active means a potency from the dose series; inactive means the rest, 99 in 100 with inhibition below about 22%
* = called active by the depositor; & = joins results of further samples.

SMILES | mouse EphA4 binding
COc1cc(S(=O)(=O)N2CCN3CCCC3C2)ccc1-n1cnnn1 (centres undefined) | -15%
COc1ccc(-c2csc(NC(=O)CCn3cnc4ccccc4c3=O)n2)cc1OC | -14%
CCCCn1c(=O)c2c(O)cc(=O)oc2c2ccccc21 | -5%
CCCCn1c(=O)c(-c2ccccc2)c(O)c2ccccc21 | 5%
Cc1ccccc1CS(=O)(=O)c1nnc([C@H](Cc2ccccc2)NC(=O)OC(C)(C)C)o1 | 10%
CCCCC(CC)CNS(=O)(=O)c1ccc2c(c1)CCN2C(=O)CCC(=O)O (centres undefined) | -6%
CCOC(=O)C1=C(O)C(Nc2nccs2)(C(F)(F)F)N=C1C (centres undefined) | -6%
O=c1ncn(-c2ccccc2F)c2ncccc12 | 8%
COC(=O)c1cc(OC)c(OC)cc1NC(=O)c1cc(-c2ccccc2)nc2ccccc12 | -12%
COc1cccc(N2C(=O)N(c3ccccc3)C3CS(=O)(=O)CC32)c1 (centres undefined) | 0%
CCOC(=O)Cn1nnnc1C(CC)N(Cc1cc2c(C)cc(C)cc2[nH]c1=O)C1CCCC1 (centres undefined) | -11%
CC(=O)c1ccc(NC2c3ncccc3C(=O)N2Cc2ccc(F)cc2)cc1 (centres undefined) | -20%
COc1cc(N2CCOCC2)ncn1 | -5%
CCOc1ccc(/C=C2/SC(=S)N(CC(=O)O)C2=O)c(OCC)c1 | 0%
O=C1CC(c2ccco2)CC(O)=C1C=NCC1CCNCC1 (centres undefined) | 1%
CCOc1ccccc1N(C(=O)CNC(=O)c1ccco1)C(C(=O)NC1CCCC1)c1cccnc1 (centres undefined) | -19%
O=C(Cc1ccc(Cl)cc1)NCCS(=O)c1ccc(Cl)cc1 (centres undefined) | -2%
CCOc1ccc(OCC)c(NC(=O)CN2CCC(NC(=O)c3cccc(F)c3)CC2)c1 | 3%
CCOC(=O)c1sc(NS(=O)(=O)c2ccc(C)cc2)nc1C | 8%
NC(=O)c1sc2nc3c(c(-c4cccs4)c2c1N)CCCCC3 | 0%
C=CCn1c(N2CCCCCC2)nc2c1c(=O)n(C)c(=O)n2C | -2%
COc1cc(CNc2ncn[nH]2)cc(Br)c1OC | -15%
COc1cc2c(cc1C)/C(=N\OC(=O)c1cc(OC)c(OC)c(OC)c1)CCC2 | 2%
CCOC(=O)N1CCC(N(C(=O)Nc2ccccc2)C(C)CC)CC1 (centres undefined) | -13%
Cc1ccc(C(=O)N/C(=C\c2cccc(Oc3ccccc3)c2)C(=O)NCCN2CCOCC2)cc1 | -7%
COc1ccc(-c2nn(-c3ccccc3)cc2/C=C2/SC(=S)N(Cc3ccco3)C2=O)c(C)c1 | 12%
O=C(O)c1cc(S(=O)(=O)Nc2ccc3oc(=O)sc3c2)ccc1O | -9%
Cc1cc(C)c2c(n1)nn1c(-n3ccnc3)cc(C)nc21 | -1%
CCCc1[nH][nH]c(=O)c1C(c1cccc(Cl)c1)C(C#N)C#N (centres undefined) | 5%
Cc1cc(C=O)c(C)n1-c1ccc(N2CCCC2)c([N+](=O)[O-])c1 | -7%
O=C(CSc1ccccc1C(=O)O)Nc1cccc(C(=O)O)c1 | 0%
CC(NC(=O)c1ccco1)C1CCCO1 (centres undefined) | -24%
CCC1(C(=O)c2ccccc2)C2c3cc(Br)ccc3OC(=O)C21C(=O)N1CCOCC1 (centres undefined) | -35%
O=C(NCc1ccco1)C1CCCN(S(=O)(=O)c2ccc(-n3cnnn3)cc2)C1 (centres undefined) | -6%
Cc1cc(=O)[nH]c(Nc2cccc(C(F)(F)F)c2)n1 | -7%
Cc1ccoc1C(=O)NCc1ccccc1 | -7%
COC(=O)c1cc(NC(=O)Cn2c(=O)cnc3ccccc32)cc(C(=O)OC)c1 | -1%
CCCNC(=O)CN(C)C(=O)c1n[nH]c2ccccc12 | -6%
Cc1ccc(-c2nc3ccc(C)cn3c2NC(=O)c2ccc(Cl)cc2)cc1 | -3%
O=C(Nc1ccccn1)[C@@H]1CCC(=O)N1C(=O)OCc1ccccc1 | -12%
CCOC(=O)N1CCN(c2c(NCc3cccs3)c(=O)c2=O)CC1 | -3%
O=C(Nc1ccc(OCc2ccccc2)cc1)c1cccnc1 | -11%
Cc1ccc(/C=N/n2cnnc2)cc1[N+](=O)[O-] | -6%
Cc1cc(NO)nc(-c2ccc(Br)cc2)n1 | 1%
CC(C)(Oc1ccc(Cl)cc1)C(=O)NCCCn1ccnc1 | -16%
S=C(NCc1cccnc1)Nc1ccc(Cl)cc1 | -14%
Cc1cc(S(=O)(=O)NCCN(C)C)c(C)s1 | -32%
CCOC(=O)c1ccccc1NC(=O)c1cc(OC)cc(OC)c1 | -9%
Nc1ccc(C(=O)Nc2cccc(O)c2)cc1 | 19%
CCN(CC)C(=O)C1CCCN(Cc2ccc3c(c2)OCO3)C1 (centres undefined) | -1%
COc1ccc(C(=O)C(OC(=O)c2ccc(C)c(NC(C)=O)c2)c2ccccc2)cc1 (centres undefined) | -9%
Cc1ccc(C(=O)N/C(=C\c2cccs2)C(=O)NCc2ccncc2)cc1 | -6%&-1%
CC(=O)c1cccc(N2C(=O)C3C(C2=O)C2(C)c4ccccc4C3(C)c3ccccc32)c1 (centres undefined) | -6%
CCOC(=O)c1c(OCC)[nH]c2c1cc(O)c1ccccc12 | 15%
CN1CCN(CC#CC(C)(O)C2CC3C=CC2C3)CC1 (centres undefined) | -16%
CCCc1nn(C(=O)c2ccccc2)c2c1C(=O)CC(C)(C)C2 | -14%
O=C(c1ccc(F)cc1)N1CCC(N2CCOCC2)CC1 | -1%
CCc1nnc(NC(=O)c2c(C)nn(-c3ccccc3)c2Cl)s1 | -16%
CC1(CCc2ccccc2)NC(=O)N(Cc2nnc(-c3ccccc3Br)o2)C1=O (centres undefined) | -9%
COc1ccc(C2=NOC(C(=O)Nc3c(C)n(C)n(-c4ccccc4)c3=O)C2)cc1OC (centres undefined) | -13%

Other results
SMILES | mouse EphA4 binding
COc1cc(CNCCc2ccccc2)ccc1OCC(=O)NC(C)(C)C | -4%
O=C(CSc1nc(C2CC2)nc2ccccc12)N1CCc2ccccc2C1 | -14%
CCN(C(=O)CSc1nnc(Cc2cccc3ccccc23)n1N)C1CCS(=O)(=O)C1 (centres undefined) | -4%
O=C(Oc1ccc(=O)n(-c2ccccc2)n1)c1ccc(Cl)cc1 | -5%
O=C(c1ccc(F)cc1)n1ccc(-c2cnc(-c3ccccc3)s2)n1 | -10%
CC(C)(C)CNc1cc(N2CCCC2)ccc1[N+](=O)[O-] | -5%
Cc1cc(C(=O)Nc2cccc(/C=C/C(=O)O)c2)c(C)o1 | -8%
COc1ccc(-n2c(COc3ccc(C)cc3)nnc2SCc2ccc(C#N)cc2)cc1 | -11%
Cc1cc(C)c2nc(N3CCN(C)CC3)c(C#N)cc2c1 | 8%
CN(Cc1ccccc1)S(=O)(=O)c1ccc(NC(=O)C2CCCO2)cc1 (centres undefined) | -6%
CCc1ccc(NC(=S)NC(=O)c2ccco2)cc1 | 1%
COc1ccccc1NC(=O)CSc1nc2ccccc2cc1Cc1ccccc1 | -1%
COc1ccccc1NC(=S)NC(=O)c1ccc(-c2ccc(Cl)cc2)o1 | -17%
Cc1cccc(-n2c(C)cc(C=O)c2C)c1 | 6%
CCn1cc(C(=O)N2CCOCC2)c(=O)c2cc(S(=O)(=O)N(C)C)ccc21 | -9%
O=C(O)c1ccc2c(c1)-c1nc3ccccc3n1C2=O | -1%
CCn1c(=O)c2c(nc3n2CC(C)CN3CCc2ccccc2)n(C)c1=O (centres undefined) | -11%
C=CCOc1nc(-c2cccnc2)nc2ccccc12 | 0%
Cc1ccc(C)c(-n2c(CNC(=O)c3ccco3)nnc2SCC(=O)N2CCc3ccccc32)c1 | -11%
CCOc1ccc(NC(=O)Cn2nnc(C(=O)NCc3ccccc3OC)c2N)cc1 | -12%
O=C(c1ccc(COCC(F)(F)F)o1)N1CCCCCC1 | 2%
O=C(CSc1nc2ccccc2c(=O)n1-c1ccc(Cl)cc1)c1ccco1 | -11%
O=C(CCCN1CCC(c2ccccc2)C1)c1ccc2c(c1)OCCO2 (centres undefined) | -13%
Cc1ccc(NC(=O)c2cccc(Cl)c2Cl)c([N+](=O)[O-])c1 | 10%
O=C(NCc1ccccn1)C1CCN(S(=O)(=O)c2ccccc2)CC1 | -17%
O=C(Nc1ccccc1C(=O)O)c1ccc2c(c1)C(=O)N(c1cccc([N+](=O)[O-])c1)C2=O | -10%
CCOc1ccc(C(=O)Nc2cccc(OC)c2)cc1OCC | -9%
CSC1=C(C#N)C(c2ccc(Cl)cc2)C2=C(CC(C)(C)CC2=O)N1 (centres undefined) | 1%
COc1ccc(C)cc1-n1c(SCC(=O)Nc2cc(C)on2)nc2sc(C)c(C)c2c1=O | -5%
Cc1sc2nc(CN3CCCC3)nc(N3CCN(S(=O)(=O)c4cccs4)CC3)c2c1C | 11%
CN(C(=O)c1cnccn1)c1nnc(-c2cnccn2)s1 | 0%
O=C(N/N=C\c1ccc(F)cc1)c1csnn1 | -6%
Cc1ccc(OCC(O)Cn2c3ccccc3c3ccccc32)cc1 (centres undefined) | -3%
N=c1n(Cc2ccc(Cl)cc2)c2ccccc2n1CC(O)c1ccco1 (centres undefined) | -9%
Cc1sc(NC(=O)Cn2nc(C(F)(F)F)cc2C)c(C(=O)OC(C)C)c1C | -10%
CC(=O)N1c2ccccc2N(Cc2ccc(C)cc2C)C(=O)C1(C)C | -12%&-15%
COc1ccc(CCNC(=O)CS(=O)Cc2nc(-c3cccs3)oc2C)cc1OC (centres undefined) | 0%
Cc1noc(C)c1COC(=O)c1ccc(S(=O)(=O)NCc2ccco2)cc1 | 12%
CCCCn1c(SCC(=O)N(CC)C2CCS(=O)(=O)C2)nnc1C(CC)N(C)C (centres undefined) | 0%
Cc1ccc(OCC(=O)Nc2ccc(F)c([N+](=O)[O-])c2)cc1C | -12%
Cc1ccc(C)c(N(CC(=O)NCCSCc2ccco2)S(C)(=O)=O)c1 | 26%
COc1ccc2nc(SCC(=O)/C(C#N)=C(\C)N)[nH]c2c1 | -6%
Cc1nn(-c2ccc(F)cc2)c(Cl)c1/C=C(\CCC(=O)O)c1nc2ccccc2s1 | -3%
CC(c1ccccc1)N1C(=O)c2ccccc2C1O (centres undefined) | 0%
CC1=C(C(=O)OC(C)C)C(c2coc3ccccc3c2=O)C2=C(CCCC2=O)N1 (centres undefined) | -8%
O=C1c2ccccc2C(=O)N1N1C(=O)c2cccc([N+](=O)[O-])c2C1=O | -2%
Nc1cc(-c2ccc(Cl)cc2)nn1S(=O)(=O)c1cccc2nsnc12 | -45%
COc1ccc(S(=O)(=O)N2CCCN(CCC(=O)Nc3cccc(C(F)(F)F)c3)CC2)cc1 | -2%
N#CC(C(=O)C12CC3CC(CC(C3)C1)C2)c1nc2ccccc2[nH]1 (centres undefined) | -13%
CCCCCCCCCCn1c2c(c(=N)c3c1CCC3)CCC2 | -2%
COc1ccc(-n2nnnc2/C=C\Nc2ccccc2C(=O)c2ccccc2)cc1 | 8%
COCCCN1C(=O)/C(=C\c2ccccc2O)C(C(=O)OC)=C1C | -3%
COc1ccccc1/C=C1\SC(=S)N(c2ccc(F)cc2)C1=O | -13%
Nc1ccc(Sc2ccccc2CC(=O)O)cc1 | -20%
CCOC(=O)C1CCCN(C(=O)c2sc3nc(-c4ccc(F)cc4)cn3c2C)C1 (centres undefined) | 10%
COC(=O)CN(c1ccc(F)cc1)S(=O)(=O)c1ccc2c(c1)OCCO2 | 15%
Cc1cc(C)c(NC(=O)/C(=C/c2ccco2)c2ccccc2)c(C)c1 | -1%
COc1ccc(OC)c(C(=O)CSc2nc3ccccc3n2CC(=O)NC(C)(C)C)c1 | 1%
CCOc1cc(OCC)cc(C(=O)Nc2ccc(Cl)cn2)c1 | 8%
CC(C)NC(=O)c1onc(CSc2ccc(F)c(F)c2)c1C(=O)O | -8%

Filtered by structure: the compounds so far containing a COOH group (ten)
SMILES | mouse EphA4 binding
CCCCC(CC)CNS(=O)(=O)c1ccc2c(c1)CCN2C(=O)CCC(=O)O (centres undefined) | -6%
CCOc1ccc(/C=C2/SC(=S)N(CC(=O)O)C2=O)c(OCC)c1 | 0%
O=C(O)c1cc(S(=O)(=O)Nc2ccc3oc(=O)sc3c2)ccc1O | -9%
O=C(CSc1ccccc1C(=O)O)Nc1cccc(C(=O)O)c1 | 0%
Cc1cc(C(=O)Nc2cccc(/C=C/C(=O)O)c2)c(C)o1 | -8%
O=C(O)c1ccc2c(c1)-c1nc3ccccc3n1C2=O | -1%
O=C(Nc1ccccc1C(=O)O)c1ccc2c(c1)C(=O)N(c1cccc([N+](=O)[O-])c1)C2=O | -10%
Cc1nn(-c2ccc(F)cc2)c(Cl)c1/C=C(\CCC(=O)O)c1nc2ccccc2s1 | -3%
Nc1ccc(Sc2ccccc2CC(=O)O)cc1 | -20%
CC(C)NC(=O)c1onc(CSc2ccc(F)c(F)c2)c1C(=O)O | -8%

Reprinted at random: 2 records from the list
SMILES | mouse EphA4 binding
CCN(C(=O)CSc1nnc(Cc2cccc3ccccc23)n1N)C1CCS(=O)(=O)C1 (centres undefined) | -4%
Cc1ccc(C(=O)N/C(=C\c2cccc(Oc3ccccc3)c2)C(=O)NCCN2CCOCC2)cc1 | -7%

(more compounds)
SMILES | mouse EphA4 binding
CSCCC(NC(=O)c1ccco1)C(=O)OCC(=O)Nc1sccc1C#N (centres undefined) | 3%
O=C1C2ON(c3ccccc3)C(c3cccc(Br)c3)C2C(=O)N1c1ccccc1 (centres undefined) | 10%
O=C1NCCCc2nonc21 | 2%
Cc1nnc(Sc2nc3c(c(=O)[nH]c(=O)n3C)n2CCCc2ccccc2)s1 | -14%
CCCCC(CC)CNC(=O)c1ccc2c(c1)OCO2 (centres undefined) | -11%

Ordered by count of non-hydrogen atoms (high to low): 3 of the compounds above
SMILES | mouse EphA4 binding
CCCCC(CC)CNS(=O)(=O)c1ccc2c(c1)CCN2C(=O)CCC(=O)O (centres undefined) | -6%
CCOc1cc(OCC)cc(C(=O)Nc2ccc(Cl)cn2)c1 | 8%
CN1CCN(CC#CC(C)(O)C2CC3C=CC2C3)CC1 (centres undefined) | -16%

High-throughput results as filed in PubChem.

Some of the compounds tested (hit frequency here may not be typical).
